RGS8-Gao reg: RGS8-Galphao binding modulators, primary screen, biochemical, multiplexed bead flow cytometry; response (percent of control binding), % at 10 µM; AID 1423, 2008; Guanine nucleotide-binding protein G(o) subunit alpha (Homo sapiens), P09471; actives lie on both sides; actives 0.34% (n = 220,000); in the data active = response below about 60% or above about 140%; inactive = in between;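 note: Galphao activated as the GDP aluminium fluoride complex binding bead-coupled RGS8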
Target sequence (P09471 whole entry, looked up): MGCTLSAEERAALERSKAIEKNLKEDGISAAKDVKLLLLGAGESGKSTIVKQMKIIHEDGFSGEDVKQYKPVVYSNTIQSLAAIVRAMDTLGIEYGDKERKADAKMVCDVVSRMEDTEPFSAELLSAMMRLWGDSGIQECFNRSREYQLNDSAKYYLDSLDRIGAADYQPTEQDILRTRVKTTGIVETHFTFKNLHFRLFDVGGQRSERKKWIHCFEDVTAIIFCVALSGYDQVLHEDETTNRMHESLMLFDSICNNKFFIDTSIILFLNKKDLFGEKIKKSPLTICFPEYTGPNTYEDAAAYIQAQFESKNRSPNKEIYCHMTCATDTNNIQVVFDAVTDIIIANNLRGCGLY
Bim-Bcl-W: inhibitors of Bim binding to Bcl-W, primary screen, biochemical, multiplexed, bead-based flow cytometry; Bcl-2-like protein 2 (Homo sapiens), Q92843; AID 952, 2007; Bim peptide-Bcl-W binding; inhibition, % at 10 µM; actives 0.02% (n = 190,000);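 note: 0% = bound tracer without compound and 100% = peptide blocker; higher means less fluorescent Bim peptide bound to Bcl-W beads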
Bcl-2 Bim block: inhibitors of Bim-Bcl-2 binding, primary screen, biochemical, multiplexed, human Bcl-2 family | Apoptosis regulator Bcl-2 (Homo sapiens), P10415 | Bead-based flow cytometry, Bim peptide-Bcl-2 binding | inhibition, % at 10 µM | actives 0.06% (n = 190,000) | AID 950, 2007; in the data active = inhibition above about 40%; inconclusive = no clear call, values can overlap the other calls;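 note: 0% = no compound wells with probe peptide and 100% = reference peptide inhibitor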
Mcl1 Noxa PPI: Mcl-1/Noxa binding inhibitors, primary screen, biochemical, TR-FRET, 1536-well; TR-FRET Mcl-1/Noxa peptide binding, 2 h; inhibition, % at 21.7 µM; actives 1.5% (n = 220,000);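 active = compounds that cut the protein-peptide binding signal by more than 50% relative to plate controls in a single-dose test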;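 note: His-tagged Mcl-1 with rhodamine Noxa BH3 peptide and terbium anti-His antibody; 0% = Mcl-1 plus Noxa peptide wells and 100% = peptide-only wells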
Target sequence (Q07820 whole entry, looked up): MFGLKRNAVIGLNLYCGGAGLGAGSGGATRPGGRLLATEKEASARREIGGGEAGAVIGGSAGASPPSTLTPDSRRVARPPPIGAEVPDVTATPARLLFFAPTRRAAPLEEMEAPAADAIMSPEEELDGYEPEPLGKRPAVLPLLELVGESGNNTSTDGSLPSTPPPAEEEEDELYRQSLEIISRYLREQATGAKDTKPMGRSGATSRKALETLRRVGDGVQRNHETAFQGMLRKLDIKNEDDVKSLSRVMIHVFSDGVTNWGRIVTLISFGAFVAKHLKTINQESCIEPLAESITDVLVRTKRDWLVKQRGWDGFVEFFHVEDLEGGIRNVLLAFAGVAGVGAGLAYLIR
RGS7-Gao: RGS7-Galphao binding modulators, primary screen, biochemical, multiplexed bead flow cytometry | Guanine nucleotide-binding protein G(o) subunit alpha (Homo sapiens), P09471 | actives lie on both sides | binding response (% of control), % at 10 µM | actives 0.35% (n = 220,000); in the data active = binding response below about 49% or above about 150%; inconclusive = no clear call, values can overlap the other calls; inactive = in between;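 note: fluorescent Galphao held in activated GDP-AlF4 state binding bead-coupled RGS7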
Bcl-XL Bim block: inhibitors of Bim-Bcl-XL binding, primary screen, biochemical, multiplexed, bead flow cytometry, human Bcl-XL | Bcl-2-like protein 1 (Homo sapiens), Q07817 | Bim peptide-Bcl-XL binding, fluorescence | inhibition, % at 10 µM | actives 0.04% (n = 190,000) | AID 1007, 2008
Target sequence (Q07817 whole entry, looked up): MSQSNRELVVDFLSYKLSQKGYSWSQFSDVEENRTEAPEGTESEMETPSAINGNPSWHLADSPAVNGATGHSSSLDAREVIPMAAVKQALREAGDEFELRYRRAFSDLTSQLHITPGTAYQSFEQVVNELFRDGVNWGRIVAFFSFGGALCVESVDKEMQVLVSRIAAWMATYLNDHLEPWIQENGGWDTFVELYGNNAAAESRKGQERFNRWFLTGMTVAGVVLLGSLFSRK
RGS4-Gao reg: modulators of RGS4 binding to Galphao, primary screen, biochemical, multiplexed bead flow cytometry; binding response (% of control), % at 10 µM; actives lie on both sides; actives 0.33% (n = 220,000); Guanine nucleotide-binding protein G(o) subunit alpha (Homo sapiens), P09471; in the data active = binding response below about 49% or above about 150%; inactive = in between;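 note: fluorescent Galphao activated with aluminum fluoride binding bead-coupled RGS4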
Mcl1 Bid PPI: Mcl-1/Bid binding inhibitors, primary screen, biochemical, TR-FRET, 1536-well | Induced myeloid leukemia cell differentiation protein Mcl-1 (Homo sapiens), Q07820 | TR-FRET Mcl-1/Bid-Dy647 peptide binding | inhibition, % at 21.7 µM | actives 0.97% (n = 220,000) | AID 1021, 2008;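 active = compounds that cut the binding signal by more than half at the single screening dose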;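 note: His-tagged Mcl-1 with europium anti-His antibody binding Bid BH3 peptide; 0% = Mcl-1 plus peptide wells and 100% = peptide-only wells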
Mcl-1 Bim block: inhibitors of Bim peptide binding to Mcl-1, primary screen, biochemical, bead-based flow cytometry, multiplex; actives 0.1% (n = 190,000); Bim peptide-Mcl-1 binding; inhibition, % at 10 µM;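 note: 0% = no compound tracer wells and 100% = peptide blocker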
Bim-Bfl-1: inhibitors of Bim binding to Bfl-1, primary screen, biochemical, multiplexed, bead-based flow cytometry; Bim-Bfl-1 binding inhibition; inhibition, % at 10 µM; actives 0.12% (n = 190,000);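 note: 0% = wells without compound plus tracer and 100% = blocker peptide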
Bim-Bcl-B: inhibitors of Bim-Bcl-B binding, primary screen, biochemical, multiplexed, human Bcl-2 family. Bcl-2-like protein 10 (Homo sapiens), Q9HD36. bead-based flow cytometry, Bim peptide-Bcl-B binding. inhibition, % at 10 µM. actives 0.073% (n = 190,000). AID 951, 2007;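 note: 0% = tracer peptide without compound and 100% = reference inhibitor peptide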
An asterisk follows results filed as active; ? = inconclusive; nt = no result given. Cut-off read from the data, not from the text of the source, unless noted: active = inhibition above about 40%.

smiles,RGS8-Gao reg,Bim-Bcl-W,Bcl-2 Bim block,Mcl1 Noxa PPI,RGS7-Gao,Bcl-XL Bim block,RGS4-Gao reg,Mcl1 Bid PPI,Mcl-1 Bim block,Bim-Bfl-1,Bim-Bcl-B
CCN(CCCNC(=O)C1c2ccccc2C(=O)N(CCOC)C1c1ccc(F)cc1)Cc1ccccc1 (configuration not stated),102,-1,0,-3,102,-1,104,-12,0,-3,0
Cc1cccc(N2CCN(c3nc4ccc(Cl)cc4n4cnnc34)CC2)c1C,110,-3,0,3,114,-2,114,-8,-1,-1,-3
COc1ccc(S(=O)(=O)N(C)C)cc1NCC(=O)Nc1cccc(C#N)c1,108,-1,-3,8,102,-2,104,-9,-1,-9,-8
Cc1cc(NC(=O)COc2ccc3oc4ccccc4c3c2)no1,99,-3,-5,-1,98,-7,100,-11,-5,-20,-6
O=C1c2ccccc2NC(c2ccc(O)cc2)N1Cc1ccco1 (configuration not stated),100,3,-6,7,98,6,102,-28,0,-9,-5
CCn1ncc(Br)c1C(=O)NC(C)c1ccccc1 (configuration not stated),103,-3,-1,3,95,-2,104,-3,-2,0,-5
CN(C(=O)CCc1nnc(CCCCc2ccccc2)o1)C1CC(C)(C)NC(C)(C)C1,123,0,-6,7,113,-2,110,-3,1,6,1
Cc1cc(NC(=O)CO/N=C/c2ccc3c(c2)OCO3)ccc1Br,99,2,1,-4,98,0,99,-11,5,-4,0
COCc1c(C#N)c(NCc2cc(OC)c(OC)c(OC)c2)nc(C)c1[N+](=O)[O-],102,nt,nt,-14,?,nt,104,-8,nt,nt,nt
CC(C)C[C@@H]1NC(=O)[C@H](Cc2ccc(O)cc2)NC(=O)c2cc([N+](=O)[O-])cc(I)c2NCCC[C@@H](C(N)=O)NC1=O,101,0,0,32,97,-2,98,10,0,3,-12
CC(NC(=O)Cn1nc(-c2ccccc2)ccc1=O)c1ccccc1 (configuration not stated),100,nt,nt,-8,?,nt,96,-9,nt,nt,nt
O=C(NCc1cccnc1)c1ccccc1CCc1ccccc1,102,0,1,23,?,-1,104,-12,-1,5,2
O=C1CC2C(=O)NCCN2C(=NC(=O)c2ccccc2)N1 (configuration not stated),106,1,1,29,99,2,102,-10,2,-4,0
CC(CO)(CO)NCc1ccc(-c2ccccc2)cc1,106,4,-1,19,101,1,98,1,4,0,-3
Cn1cnnc1SCCNS(=O)(=O)c1ccccc1,102,-2,-8,-5,95,-2,102,-3,-1,-14,-7
CCn1ccnc1CNC(=O)CC1C(=O)NCCN1CC(c1ccccc1)c1ccccc1 (configuration not stated),100,1,0,-6,96,3,99,-4,2,-4,1
CCn1c(SCC(=O)N2CCN(c3ccccc3)CC2)nnc1-c1c[nH]c2ccccc12,100,1,-11,3,99,-2,98,-29,1,-10,-9
CC(c1nnc(SCC(=O)Nc2cccnc2Cl)n1Cc1ccccc1)N(C)C (configuration not stated),115,1,1,-2,103,-1,106,-26,5,1,2
CCOC(=O)N1CCN(C(=O)CN(c2ccc(OCC)cc2)S(C)(=O)=O)CC1,76,2,4,-4,86,6,84,-1,5,7,6
O=C(COc1ccc(Cl)cc1)NCc1nnc(SCC(=O)N2CCCCCC2)o1,100,-7,-5,-1,97,-9,96,-26,0,-4,-4
N#Cc1nc(-c2ccc(F)cc2)oc1NCCCn1ccnc1,100,-2,-1,10,?,-4,100,-53,-2,-3,-2
COc1ccc(CC(=O)NCC2COc3ccccc3O2)cc1 (configuration not stated),106,0,0,25,102,-4,103,-14,0,-2,-2
C=Cn1c(C(=O)O)cc(CC)c1-c1ccccc1,100,-1,-7,15,104,-4,96,-42,-2,-10,-6
Cc1cc([N+](=O)[O-])c2c(c1C)C1C=CCC1C(c1ccccn1)N2 (configuration not stated),104,3,-2,15,101,0,97,-28,0,5,2
Cc1ccc(N2C(=O)CC(N3CCN(c4ccccn4)CC3)C2=O)cc1 (configuration not stated),101,-2,-1,14,97,-1,103,7,-1,-7,0
CCc1c(C)nc(SCC(=O)Nc2ccc3c(c2)OCCO3)[nH]c1=O,93,-4,-1,20,105,-2,99,-11,0,0,-3
CCOC(=O)c1c(NC(=O)CSc2n[nH]c(CNc3ccccc3)n2)sc(C)c1C,100,-1,-5,14,100,0,99,-19,-12,1,-3
Cc1ccc(CCC(=O)Nc2ccccc2F)s1,99,0,-4,14,96,-3,98,-19,-1,-3,-7
COc1ccc([C@H]2[C@H](C(=O)OC(C)(C)C)N3N=Cc4ccccc4C3C23C(=O)c2ccccc2C3=O)cc1OC (some centres not stated),96,-5,-8,27,95,-6,98,-4,-3,-8,-4
COCc1nc(-c2cc(Br)ccc2OC)no1,100,-3,-13,-2,101,-9,104,-7,-4,-16,-15
O=C(/C=C/c1cn(-c2ccccc2)nc1-c1cccc(Cl)c1)N1CCN(c2ccccn2)CC1,102,0,-4,12,?,-2,104,-14,0,-6,-3
O=[N+]([O-])c1ccc(C2CN=C(Nc3ccccc3)S2)cc1 (configuration not stated),100,0,-3,27,102,0,99,8,-1,0,-1
COc1cc(S(=O)(=O)n2cnc(C)c2)ccc1Cl,102,1,-2,8,104,-1,103,-12,-1,-7,-3
O=C(NC(=S)Nc1ccc(CN2CCOCC2)cc1)c1ccc2c(c1)OCCO2,98,nt,nt,34,?,nt,94,-64,nt,nt,nt
CCC1(CC)C(=O)N(C)C(=O)NC1=NCc1ccccc1,101,2,-4,6,95,0,102,-9,4,-7,-2
CCOC(=O)C1=C(C)C(c2ccc(OC)cc2)NC(=S)N1 (configuration not stated),99,2,-7,19,103,-6,100,-11,-1,-11,-7
COc1cc(/C=C/c2[nH]c(=O)[nH]c(=O)c2[N+](=O)[O-])ccc1OCCC(C)C,107,0,0,29,103,-2,105,-2,-1,-2,-1
COc1cc(-c2nnc(SCC3(c4ccc(Br)cc4)OCCO3)o2)cc(OC)c1OC,99,-4,-2,-7,104,-4,101,-18,2,-6,-2
Cc1[nH]nc(Sc2ccccn2)c1[N+](=O)[O-],99,0,0,15,98,-1,96,-37,0,0,-1
Cc1nnc(C)c2c(C)n(Cc3ccc4c(c3)OCO4)c(C)c12,100,2,-7,9,107,-3,104,-46,-1,-11,0
Cc1nc2ccccc2n1CC(=O)N/N=C/c1cccnc1,102,0,0,10,97,0,101,-16,0,-2,0
CCOc1ccccc1NC(=S)N(Cc1cc2ccc(C)cc2[nH]c1=O)CC1CCCN1CC (configuration not stated),103,-6,-2,7,104,-7,104,-22,-3,-7,-5
CN(C)CC(C)(C)CNC(=O)CC1C(=O)NCCN1Cc1ccc(-c2ccccc2)cc1 (configuration not stated),101,2,-1,6,104,0,100,-24,2,-6,-2
COc1ccc(N2CCN(C(=O)CCNC(=O)Cn3ccc4ccccc4c3=O)CC2)cc1,100,0,-2,12,?,-2,100,-25,-3,-5,-5
Cc1ccc(-c2csc3nc(C)n(N)c(=O)c23)cc1,103,-1,-1,33,102,-2,100,-55,2,-5,-2
CCC(C)NC(=O)C1CCN(S(=O)(=O)c2cc([N+](=O)[O-])ccc2Cl)CC1 (configuration not stated),103,nt,nt,-4,?,nt,107,-4,nt,nt,nt
COc1cc(CNC(=O)c2cccc(COc3ccc(Cl)cc3)c2)cc(OC)c1,101,-7,-9,-3,101,-11,98,-4,-5,-17,-16
CCOC(=O)C1=C(c2cccc(Oc3ccccc3)c2)NC(=S)NC1C (configuration not stated),94,-3,-11,-9,100,-8,97,-2,-2,-12,-7
CCOC(=O)C1=C(Nc2ccccc2)CC(C)(O)C(C(=O)OCC)C1c1ccc(Cl)cc1 (configuration not stated),90,-2,-2,6,75,-6,82,-18,-3,-4,16
CC(=O)c1ccc(NC(=O)Nc2ccc(Cl)cc2)cc1,102,3,-7,8,101,-5,102,-9,-3,-12,-6
O=C(CSc1oc(-c2ccco2)nc1S(=O)(=O)c1ccc(Cl)cc1)NCC1CCCO1 (configuration not stated),101,3,-5,23,102,2,100,14,-1,-2,-6
C[C@@H](O)C1NC(=O)[C@H](CCCCN)NC(=O)c2cc([N+](=O)[O-])cc(F)c2NCCCC[C@@H](C(N)=O)NC1=O (some centres not stated),83,6,1,17,101,0,94,-5,-1,5,4
COc1ccc(N2CCN(C(=S)NCc3ccccc3)CC2)cc1,103,-3,-5,24,?,-3,106,-10,-1,-5,-9
CCOC(=O)c1ccc(NC(=O)N2CCN(C3CCCCC3)CC2)cc1,101,-2,-3,50,103,-3,101,2,-5,-1,-3
COCC(=O)N(Cc1ccco1)c1nnc(C2CCOC2)s1 (configuration not stated),106,-4,-3,-3,106,-6,106,-16,-1,-5,-4
COc1ccc2cc(-c3cc(C(=O)O)c4ccccc4n3)ccc2c1,103,-1,0,-1,100,0,101,-3,0,0,-2
Cc1ccc(-c2cc(C(F)F)n3ncc(C(=O)Nc4ccc(S(=O)(=O)Nc5ccccc5C)cc4)c3n2)cc1,94,-1,-1,9,99,-1,98,-12,-1,0,0
CN1C[C@@H]2C(c3ccc(C(F)(F)F)cc3)C3(c4ccc(C#N)cc4)CC2(C3)[C@H]1c1ccccc1 (some centres not stated),102,nt,nt,-15,?,nt,99,-109,nt,nt,nt
Cc1nn(-c2ccccc2)c2nc(-c3ccco3)cc(C(=O)O)c12,96,1,-6,nt,89,-4,98,nt,nt,-7,-6
CCC(Oc1ccc2ccccc2c1)C(=O)O (configuration not stated),94,2,-2,8,101,-2,97,-9,0,-4,-7
O=S(=O)(c1cnc[nH]1)N1CCc2ccccc21,101,0,-8,-15,100,-3,101,-18,0,-15,-6
O=c1[nH]c(Cc2cccs2)nc2scc(-c3ccc(Cl)cc3)c12,96,nt,nt,-12,?,nt,94,-20,nt,nt,nt
Cc1ccc(NC(=O)c2cc3cc(OC(F)(F)F)ccc3[nH]2)cc1,98,nt,nt,-5,?,nt,94,-3,nt,nt,nt
